Screens as filed in PubChem.
UPR CHOP act = activators of apoptotic arm of unfolded protein response (CHOP). hit rate 0.34% among 330,000. activation, % at 10 µM. AID 449763. CHO-CHOP luciferase reporter, UPR activation, luminescence; percent of tunicamycin response over DMSO baseline;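 active = at 10 µM dose, activation of 40% or more, normalized to positive control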;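 note: 100% = tunicamycin at 10 µg/mL and 0% = DMSO alone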
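Material: CHO-CHOP cells, stable luciferase reporter of PERK-eIF2a-CHOP signalling; quantity: 500 reporter cells seeded per well; buffer or medium: F12 medium containing 10% fetal bovine serum; compound: one dose, 10 µM in 0.5% DMSO; incubation: 6 h compound treatment, 37 °C; measured by: Steady-Glo luciferase luminescence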
Jurkat NFkB inh = inhibitors of the PMA/ionomycin-induced NF-kB reporter in Jurkat cells; PMA/ionomycin-induced NF-kB luciferase reporter, luminescence; inhibition, % at 4 µM; hit rate 0.53% among 330,000; in the data active = inhibition above about 50%
Mdm2 MdmX PPI = disrupts the human Mdm2-MdmX interaction; O15151+Q00987; SaOS-2 split-luciferase Mdm2/MdmX complementation, luminescence; inhibition, % at 8 µM; hit rate 3% among 330,000; AID 485346;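 active = inhibition of at least 50% at 8 µM in the primary screen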
Target sequence (O15151 whole entry, looked up): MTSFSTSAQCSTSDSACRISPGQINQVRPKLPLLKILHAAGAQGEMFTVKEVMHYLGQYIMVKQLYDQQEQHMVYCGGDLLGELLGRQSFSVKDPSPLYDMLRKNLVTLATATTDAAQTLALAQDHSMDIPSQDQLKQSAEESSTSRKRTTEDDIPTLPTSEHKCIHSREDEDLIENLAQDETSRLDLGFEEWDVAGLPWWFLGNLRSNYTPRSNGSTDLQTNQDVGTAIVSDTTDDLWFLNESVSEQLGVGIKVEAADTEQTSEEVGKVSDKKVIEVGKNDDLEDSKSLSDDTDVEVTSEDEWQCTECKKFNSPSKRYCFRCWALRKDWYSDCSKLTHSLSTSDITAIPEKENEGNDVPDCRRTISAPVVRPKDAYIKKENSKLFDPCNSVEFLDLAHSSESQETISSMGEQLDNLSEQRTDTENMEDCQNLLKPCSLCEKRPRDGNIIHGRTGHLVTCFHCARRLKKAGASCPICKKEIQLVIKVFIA
Target sequence (Q00987 whole entry, looked up): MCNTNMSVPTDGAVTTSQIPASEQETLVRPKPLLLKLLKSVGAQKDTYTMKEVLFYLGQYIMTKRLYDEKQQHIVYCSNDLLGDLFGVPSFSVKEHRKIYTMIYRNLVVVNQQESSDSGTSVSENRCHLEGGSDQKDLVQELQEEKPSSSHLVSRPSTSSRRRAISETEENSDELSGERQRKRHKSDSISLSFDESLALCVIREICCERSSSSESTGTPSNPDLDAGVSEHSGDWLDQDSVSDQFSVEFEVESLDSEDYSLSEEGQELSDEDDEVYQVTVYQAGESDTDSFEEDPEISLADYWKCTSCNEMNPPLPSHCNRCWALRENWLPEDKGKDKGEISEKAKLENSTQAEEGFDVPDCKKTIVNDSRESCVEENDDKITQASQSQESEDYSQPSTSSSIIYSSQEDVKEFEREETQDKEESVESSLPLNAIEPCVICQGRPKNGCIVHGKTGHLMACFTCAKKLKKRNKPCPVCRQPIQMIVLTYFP
tim23-1 inh = inhibits growth of tim23-1 mutant yeast; S. cerevisiae tim23-1 growth, BacTiter-Glo luminescence, 24 h; inhibition, % at 20 µM; hit rate 1.3% among 330,000; AID 463212;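 active = growth inhibition of the mutant yeast at or above 50%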;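 note: temperature-sensitive mutant grown at 25 °C; plate controls were DMSO-treated mutant yeast for no effect and medium wells lacking yeast for full effect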
tim10-1 inh = tim10-1 yeast growth inhibition; S. cerevisiae tim10-1 ts strain growth, BacTiter-Glo, 24 h; inhibition, % at 20 µM; hit rate 2.2% among 330,000;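 active = inhibition of at least 40%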;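 note: mutant grown at 25 °C; 0% = DMSO wells with yeast and 100% = wells holding no yeast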
XBP1 UPR activ = activators of adaptive arm of unfolded protein response (XBP1); activation, % at 20 µM; CHO-XBP1 luciferase reporter, IRE1-XBP1 UPR activation, luminescence; percent of tunicamycin response, DMSO as zero; hit rate 0.33% among 330,000;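 active = versus positive control, 20 µM dose yields 30% or more activation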;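 note: 100% = tunicamycin at 10 µg/mL and 0% = DMSO only wells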
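Assay system: IRE1-XBP1 luciferase reporter CHO line. Input: 1000 cells/well. Buffer or medium: F12 with 10% serum. Doses: 20 µM, 1% DMSO. Times: overnight seeding at 37 °C, 6 h compound treatment at 37 °C. Technique: Steady-Glo luciferase glow luminescence, 10 min after reagent addition.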
TIM10 inh = inhibits growth of TIM10 yeast strain; S. cerevisiae TIM10 strain growth, BacTiter-Glo luminescence, 24 h; inhibition, % at 10 µM; hit rate 1.4% among 330,000; AID 463195;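 active = inhibition of 40% or more at the single tested concentration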;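 note: wild-type TIM10 isogenic control strain grown at permissive 25 °C; 0% = DMSO yeast wells and 100% = minimal medium wells without yeast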
697 NFkB inh = lowers PMA/ionomycin-induced NF-kB signal in 697 B cells; 697 B-cell NF-kB luciferase reporter, 16 h; inhibition, % at 4 µM; hit rate 0.33% among 330,000; AID 435022; in the data active = inhibition above about 35%
Starred values were filed as active, the others as inactive. Hits appear at their usual frequency; any-hit rate near 6.6%.

SMILES | UPR CHOP act | Jurkat NFkB inh | Mdm2 MdmX PPI | tim23-1 inh | tim10-1 inh | XBP1 UPR activ | TIM10 inh | 697 NFkB inh
CC1=CC(C)(C)NC(=O)N1c1ccc(C)cc1 | 0.9 | 3 | 4 | 7 | 20 | 11 | 13 | 3
COc1ccc(CC(NC(C)=O)C(=O)NC2CCN(S(=O)(=O)c3ccc(NC(C)=O)cc3)CC2)cc1OC (centres undefined) | 0.7 | -4 | -21 | 4 | -1 | 0 | 2 | 9
Cc1ccc(NCc2nnc(SCC(N)=O)n2CC2CCCO2)c(C)c1 (centres undefined) | -0.1 | -20 | 15 | 2 | 1 | -1 | -11 | -6
CN(CC(=O)Nc1ccc(Cl)c(C(F)(F)F)c1)C(=O)c1cn2ccccc2n1 | 1.2 | -4 | -27 | 6 | 5 | 1 | -5 | -48
N#Cc1cn(CC(=O)N2CCCc3ccccc32)c2ccccc12 | -1.8 | -12 | 12 | 21 | 17 | -4 | 8 | 7
Cc1nc(N2CCN(c3ccccn3)CC2)c2c(C)c(C(=O)Nc3ccc(F)c(Cl)c3)sc2n1 | 11 | 20 | 61* | 33 | 34 | 0 | 28 | -9
COCC1CCN(c2nc3nonc3nc2N2CCSCC2)C1 (centres undefined) | -3.4 | 18 | 7 | 17 | 7 | 2 | 14 | -11
COc1ccc(N2CCN(CCNC(=O)c3c(C)cc(=O)oc3C)CC2)cc1 | 0.0 | 5 | -8 | -6 | 18 | 0 | -8 | 6
Cc1noc(C)c1S(=O)(=O)N(CC(=O)N1CCCCCC1)c1ccc(C(C)C)cc1 | 1.7 | 2 | -12 | 33 | 29 | -3 | 23 | 5
O=C(COC(=O)c1ccccc1Cl)Nc1ccc2[nH]c(=O)[nH]c2c1 | -0.2 | 11 | 32 | 9 | -1 | -1 | -8 | 12
O=C(Cn1ncn2nc(-c3ccccc3)cc2c1=O)NCc1ccccn1 | 8.4 | 4 | -12 | 1 | 9 | 3 | -10 | 3
COc1ccc(C(=O)Cc2ccccc2)cc1OC | 1.7 | 2 | 14 | 2 | 5 | 1 | -1 | 2
COc1ccc(Cl)cc1S(=O)(=O)N1CCN(CC(=O)C(C)(C)C)CC1 | -1.3 | -22 | 2 | 11 | 21 | -3 | -1 | -28
CCCCN(C(=O)c1ccc2c(c1)OCCO2)c1c(N)n(CC(C)C)c(=O)[nH]c1=O | 1.3 | 9 | 6 | 58* | 12 | -2 | 6 | 0
CCC1(CC)Nc2ccccc2C(=O)N1c1ccc(NC(C)=O)cc1 | 1.6 | -27 | -11 | 17 | 7 | 6 | -7 | -24
C/C(=C\C(=O)c1ccc(F)cc1)Nc1ccc(N2CCOCC2)cc1 | 1.7 | -27 | 27 | 21 | -4 | 6 | -14 | -46
C/C(CCC12CC3CC(CC(C3)C1)C2)=N\NC(N)=S | 220* | 11 | 31 | 45 | 58* | 83* | 4 | 20
CN(C)S(=O)(=O)NCCNC(=O)c1cc(OCC(F)(F)F)ccc1OCC(F)(F)F | -1.1 | 8 | 4 | 3 | 7 | 1 | -5 | -9
C=CCN1C(=O)c2ccc(C(=O)N(C)CC(=O)Nc3ccc(OCC)c(OCC)c3)cc2C1=O | 0.5 | -25 | 39 | 11 | -3 | 0 | -6 | 5
O=C(CN(C(=O)c1csnn1)c1ccc2c(c1)OCCO2)NCc1ccc(F)cc1 | 2.8 | 9 | -9 | 0 | 4 | 2 | 10 | 21

The closing three records of the section above lead into the next:
SMILES | UPR CHOP act | Jurkat NFkB inh | Mdm2 MdmX PPI | tim23-1 inh | tim10-1 inh | XBP1 UPR activ | TIM10 inh | 697 NFkB inh
CN(C)S(=O)(=O)NCCNC(=O)c1cc(OCC(F)(F)F)ccc1OCC(F)(F)F | -1.1 | 8 | 4 | 3 | 7 | 1 | -5 | -9
C=CCN1C(=O)c2ccc(C(=O)N(C)CC(=O)Nc3ccc(OCC)c(OCC)c3)cc2C1=O | 0.5 | -25 | 39 | 11 | -3 | 0 | -6 | 5
O=C(CN(C(=O)c1csnn1)c1ccc2c(c1)OCCO2)NCc1ccc(F)cc1 | 2.8 | 9 | -9 | 0 | 4 | 2 | 10 | 21
Cc1cc(OCC(=O)NCCCN2CCOCC2)c2c(C)cc(=O)oc2c1 | 1.3 | 4 | 30 | 9 | 8 | -5 | -1 | 5
CCc1ccc(NC(=O)C2=CC(c3ccc(OC)c(OC)c3)=NS(=O)(=O)N2C)cc1 | -1.3 | 15 | 2 | 8 | -1 | -2 | -4 | -13
CCCCOc1ccc(NC(=O)CSCC(=O)OCC)cc1 | -2.5 | 14 | 9 | 18 | 28 | 3 | 10 | -6
NC(=O)c1ccc(NC(=O)CNC(c2ccccc2)c2ccccc2)cc1 | 0.5 | -10 | 11 | 5 | 8 | 0 | 2 | -16
CCOc1ccc(OCC)c(NC(=O)C2C3C=CC(O3)C2C(=O)NCc2ccco2)c1 (centres undefined) | -0.3 | -4 | 1 | 20 | 18 | 3 | -2 | -25
CC(=O)c1ccc(NC(=O)C(C)N(C)CC(=O)Nc2ccc(N3CCOCC3)cc2)cc1 (centres undefined) | 0.2 | -9 | -6 | 17 | -5 | -1 | -4 | 14
CCOC(=O)N1CCN(S(=O)(=O)c2ccc(OCC(=O)OC)c(C)c2)CC1 | -1.7 | 14 | 1 | 13 | 15 | 3 | 8 | 17
Nc1c(-c2ccc(Cl)cc2)cnn1-c1cc(C(F)(F)F)cc(C(F)(F)F)c1 | -0.6 | 1 | -21 | -1 | -5 | -2 | -5 | 3
Clc1ccc(CON/C=N/c2ncnc3sccc23)c(Cl)c1 | -1.1 | 5 | 6 | 8 | 15 | 0 | 0 | 5
Cc1nc(Cc2nnc(SCC(=O)N(C)c3ccccc3)o2)cs1 | -1.5 | 8 | -36 | 11 | 12 | 0 | 11 | 0
CC(C)Oc1cccc(C(=O)Nc2ccc(Br)cc2F)c1 | 2.7 | -195 | -168 | 6 | 1 | -1 | -11 | -132
O=C1CCCC(c2ccccc2)N1 (centres undefined) | -0.6 | 8 | 19 | 7 | -16 | -1 | -5 | 10
O=C(CN1C(=O)CSc2cc(S(=O)(=O)N3CCCCCC3)ccc21)NCCc1ccccc1 | 0.5 | -4 | 31 | 16 | 27 | -1 | -7 | -33
COc1cccc(CNc2ccc(S(N)(=O)=O)cc2)c1OCc1ccccc1F | -0.2 | 0 | -3 | 17 | 27 | 0 | 15 | -9
Cc1ccccc1CC(=O)N1CCCC(CNC(=O)c2ccc(F)cc2)C1 (centres undefined) | 1.1 | 6 | 6 | 12 | 20 | -9 | -4 | 21
N#Cc1c(N2CCCC2)nc(N)c2c(N)nc(N3CCCC3)cc12 | 5.0 | 24 | 22 | 81* | 60* | 18 | 43* | 2
COc1cc2c(cc1OC)C(c1ccccc1)=NCC2 | 1.4 | 4 | 24 | 1 | 6 | 1 | -3 | 3
Cn1c(CNC(=O)CNS(=O)(=O)c2ccc(Br)cc2)cc(=O)n(C)c1=O | 1.3 | 7 | 19 | 1 | 0 | -3 | -9 | 10
Cc1ccc(S(=O)(=O)n2[nH]c(=O)cc2NC(=O)c2cccs2)cc1 | -0.7 | -3 | -4 | 10 | 10 | 4 | 11 | -1
COc1ccc(-c2cc(-c3c(O)c(OC)c4occc4c3OC)[nH]n2)cc1OC | 2.0 | 4 | 60* | 53* | 50* | 8 | 36 | -23

Reprinted from the part before: 3 entries; new compounds follow.
SMILES | UPR CHOP act | Jurkat NFkB inh | Mdm2 MdmX PPI | tim23-1 inh | tim10-1 inh | XBP1 UPR activ | TIM10 inh | 697 NFkB inh
Cn1c(CNC(=O)CNS(=O)(=O)c2ccc(Br)cc2)cc(=O)n(C)c1=O | 1.3 | 7 | 19 | 1 | 0 | -3 | -9 | 10
Cc1ccc(S(=O)(=O)n2[nH]c(=O)cc2NC(=O)c2cccs2)cc1 | -0.7 | -3 | -4 | 10 | 10 | 4 | 11 | -1
COc1ccc(-c2cc(-c3c(O)c(OC)c4occc4c3OC)[nH]n2)cc1OC | 2.0 | 4 | 60* | 53* | 50* | 8 | 36 | -23
CCC(C)NC(=O)C1CCCN(C(=O)NC2CCCCC2)C1 (centres undefined) | -2.5 | -10 | 24 | 13 | 9 | 2 | -14 | -2
CC(C)(C)OC(=O)C[C@@H]1C/C=C\C[C@@H](CC(=O)N[C@H](CO)Cc2ccccc2)C(=O)NC[C@@H](c2ccccc2)OC1=O | 2.2 | 15 | 13 | -7 | -11 | -2 | 6 | -2
CC(C)C(c1nnnn1CCc1ccccc1)N1CCC(C(N)=O)CC1 (centres undefined) | 1.2 | -2 | -26 | -2 | -4 | -2 | 2 | 4
CCOC(=O)c1ccc(NS(=O)(=O)c2c(N)n(C)c(=O)n(C)c2=O)cc1 | -1.6 | 1 | -2 | 3 | -5 | 2 | -1 | -21
CC(NC(=O)C(=O)N/N=C\c1cccc([N+](=O)[O-])c1)c1ccccc1 (centres undefined) | 1.3 | 12 | 18 | 9 | 4 | -1 | 11 | 17
O=C(Nc1ccc2nc3n(c(=O)c2c1)CCCC3)c1cccc(F)c1 | 3.1 | -24 | -6 | 45 | 8 | 5 | 17 | -15
CCOc1ccc(NS(=O)(=O)c2ccc(C(=O)NCC(c3ccc(OC)cc3)N3CCCC3)cc2)cc1 (centres undefined) | -1.1 | -7 | 10 | -26 | -21 | -3 | -12 | -4
CCC(C(=O)Nc1cc(C)cc(C)n1)c1ccccc1 (centres undefined) | 0.1 | 12 | 25 | 24 | 16 | 2 | 20 | 11
N#Cc1ccc(CC(C(=O)O)N2Cc3ccccc3C2=O)cc1 (centres undefined) | -1.0 | -13 | -36 | -3 | 19 | 0 | -6 | -4
CCCCOc1ccc(Cl)cc1CSc1nncn1N | -2.6 | -9 | 22 | 23 | -6 | 0 | -4 | 16
O=C(O)c1ccccc1SCCS(=O)(=O)c1ccc(Cl)cc1Cl | 1.3 | -2 | -1 | 13 | 22 | 4 | 1 | -6
COC(CNC(=O)C1CCCN(S(=O)(=O)c2ccc3c(c2)oc(=O)n3C)C1)OC (centres undefined) | -0.8 | -7 | 31 | 10 | 18 | -2 | -1 | 9
O=C(c1cc(-c2ccccc2)n[nH]1)N1CCc2c([nH]c3ccccc23)C1c1ccccn1 (centres undefined) | 0.0 | 8 | 48 | 27 | 37 | 0 | 22 | 21
C/C(CC(=O)Nc1cccc(Cl)c1C)=N\NC(=O)Cc1csc(N)n1 | 0.7 | -3 | -49 | 22 | 14 | 0 | 23 | 4
Brc1ccc(-c2nnc3n2C2(CCCC2)Cc2ccccc2-3)o1 | -0.1 | 5 | 33 | 40 | 21 | -1 | -8 | -16
CC1CN(C(=O)C2CCCC2)C(C)CN1C(=O)C1CCCC1 (centres undefined) | -2.1 | -30 | -20 | 23 | 10 | -2 | -3 | -7
COc1ccc(NC(=O)C2CCCN(CCCc3ccccc3)C2)cc1OCC(C)C (centres undefined) | -0.5 | -6 | 46 | 0 | 8 | 1 | 22 | -2
CN1C(=O)c2ccc(NC(=O)CCS(=O)(=O)c3ccccc3)cc2C1=O | 1.2 | -11 | 13 | 16 | 0 | -2 | 7 | 1
C=CCn1c(SCc2ccc3c(c2)OCO3)nc2scc(-c3ccco3)c2c1=O | -1.6 | 8 | 22 | 15 | 16 | -3 | 8 | 7
COc1ccc(-c2nc3c(c(=O)[nH]c(=O)n3Cc3ccccc3)n2C)cc1 | -1.2 | 1 | 41 | -16 | -12 | 2 | -28 | 25
Oc1ccc(Cl)cc1CNCC1CCCCC1 | 2.0 | -27 | 6 | 42 | 10 | 3 | 4 | -26
O=c1o[nH]c(-c2ccccc2)c1C1=NCCCCC1 | -0.7 | 2 | 23 | 3 | 16 | -1 | 8 | 10
O=C1Nc2ccccc2/C1=C/c1ccccc1Cl | -0.5 | -4 | 20 | 53* | 36 | 0 | 32 | -32
